TAAR1 ag – human TAAR1 agonism | 360,000 tested, 0.99% active | Q96RJ0 | CHO RD-HGA16 TAAR1, Fluo-8 calcium fluorescence; vehicle wells 0%, saturating PEA agonist 100% | AID 624467 | activation, % at 3 µM;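 active = activation above the mean activation of all test compounds in the run plus 3 SD, cut at about 38% in these data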
Target sequence (Q96RJ0 whole entry, looked up): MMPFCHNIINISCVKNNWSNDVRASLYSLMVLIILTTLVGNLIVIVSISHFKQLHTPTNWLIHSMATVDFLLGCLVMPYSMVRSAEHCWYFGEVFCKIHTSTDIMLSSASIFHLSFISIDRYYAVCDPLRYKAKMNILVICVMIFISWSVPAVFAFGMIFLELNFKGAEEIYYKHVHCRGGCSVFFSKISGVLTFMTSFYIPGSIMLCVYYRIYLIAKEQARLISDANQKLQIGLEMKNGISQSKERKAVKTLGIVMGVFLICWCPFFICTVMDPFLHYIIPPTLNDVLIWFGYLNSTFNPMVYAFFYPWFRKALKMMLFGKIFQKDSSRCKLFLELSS
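Benchmarks: low control DMSO, high control PEA (EC100); System: CHO RD-HGA16 cells carrying human TAAR1 plus Gα16; Detection: Fluo-8 fluorescence, 5 s baseline then 140 s kinetic read; Schedule: 17-24 h plating, Fluo-8 75 min 37 °C, 30 min RT; Read-out basis: % activation from peak over basal fluorescence ratio, DMSO-to-PEA scaled.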
CHRM1 agonist – activates human CHRM1 receptor; CHO-K1 hM1, Fluo-8 calcium fluorescence, agonist mode; 0% DMSO, 100% acetylcholine EC100; P11229; activation, % at 3 µM; 360,000 tested, 0.33% active;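 active = activation above the run's mean compound activation plus 3 SD, cut at about 16% in these data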;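 note: peak over basal fluorescence ratio within a 140 s kinetic read after compound addition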
Target sequence (P11229 whole entry, looked up): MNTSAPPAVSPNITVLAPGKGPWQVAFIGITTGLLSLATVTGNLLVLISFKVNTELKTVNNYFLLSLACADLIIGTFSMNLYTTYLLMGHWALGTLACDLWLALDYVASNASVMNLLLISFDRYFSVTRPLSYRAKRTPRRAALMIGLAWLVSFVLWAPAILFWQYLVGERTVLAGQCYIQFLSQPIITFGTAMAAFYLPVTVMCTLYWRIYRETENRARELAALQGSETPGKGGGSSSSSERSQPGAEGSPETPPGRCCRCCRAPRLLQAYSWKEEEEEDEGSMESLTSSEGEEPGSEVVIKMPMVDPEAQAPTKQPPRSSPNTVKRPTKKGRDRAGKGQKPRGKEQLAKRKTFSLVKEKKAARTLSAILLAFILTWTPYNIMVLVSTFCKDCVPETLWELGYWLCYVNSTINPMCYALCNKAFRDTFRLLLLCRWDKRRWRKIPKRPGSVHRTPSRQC
OXTR potentiator – potentiates the human oxytocin receptor response; P30559; CHO-OTR cells, Fluo-8 calcium fluorescence, potentiator mode; 0% = oxytocin EC15, 100% = EC100; activation, % at 3 µM; 320,000 tested, 0.061% active; AID 2445;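 active = activation above that plate's cutoff, the mean activation of tested compounds plus 3 SD, cut at about 6.6% in these data, passing the limit was not always enough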;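 note: 100% uses oxytocin at 75 nM as the full agonist control; some results filed as inactive read as strong as hits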
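Replication – single well per compound, singlicate · Assay system – CHO cell line stably expressing human OTR · Timing – 6 min pre-incubation, 100 s read · Measure – normalized max/min fluorescence ratio, % activation · Doses – 3.0 µM, one dose · Detection – Fluo-8 calcium dye fluorescence · Probe or stimulus – oxytocin near EC15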
CHO parental Ca – counter-screen for OX1R antagonists: effect in parental CHO cells; parental CHO-K1, ATP-induced calcium, Fluo-8 fluorescence; inhibition, % at 5.6 µM; 330,000 tested, 0.63% active; AID 463079;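 active = inhibition above that plate's mean sample inhibition plus 3 SD, cut at about 26% in these data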;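 note: 0% = ATP-challenged DMSO wells and 100% = DMSO wells without ATP; some compounds past the cut are filed as inactive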
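Assay system – parental CHO cells · Reagent – ATP stimulus · Detection – intracellular calcium via Fluo-8 no-wash fluorescent dye · Evaluation – percent inhibition of ATP-evoked calcium rise, normalized to controls · Controls – ATP wells versus no-ATP DMSO wells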
TAAR1 antagonist – antagonists of human TAAR1; inhibition, % at 3 µM; CHO RD-HGA16 TAAR1, Fluo-8 calcium fluorescence, antagonist; Q96RJ0; 360,000 tested, 1.5% active;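 active = inhibition above a per-plate cutoff, the mean inhibition of test compounds on that plate plus 3 SD, cut at about 49% in these data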;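 note: 0% = DMSO plus EC80 beta-PEA response and 100% = DMSO alone without agonist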
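Test system: CHO RD-HGA16 cells bearing hTAAR1 | Reagent: β-PEA, EC80 | Compound dosing: 3 µM, single point | Schedule: Dye loading 75 min at 37 °C, then 30 min room temperature | Signal: Calcium fluorescence with Fluo-8 | Evaluation: Percent inhibition of PEA-evoked calcium signal, max/basal emission ratio | Control set: DMSO-only wells and EC80 β-PEA-stimulated wells | Repeats: Singlicate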
M1 PAM parental – counter-screen for M1 PAMs: effect in parental CHO-K1 cells; ATP EC20, Fluo-8 calcium fluorescence; 0% at ATP EC20, 100% at ATP max; activation, % at 3 µM; 360,000 tested, 0.02% active; AID 602247;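 active = activation above the run cutoff, the mean activation of all test compounds plus 3 SD, cut at about 40% in these data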;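 note: peak over basal fluorescence ratio in a 140 s read after ATP addition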
M1 ag parental – nonselective activator or artifact in parental CHO-K1 cells. Fluo-8 calcium fluorescence; scaled to maximal ATP response, vehicle zero. activation, % at 3 µM. 360,000 tested, 0.48% active; in the data active = activation above about 15%;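 note: untransfected CHO-K1 host cells lacking M1 receptor as counterscreen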
CHO-K1 Ca antag – M1 antagonist counterscreen hit in parental CHO-K1 cells. ATP-induced calcium, Fluo-8 fluorescence. inhibition, % at 3 µM. 360,000 tested, 0.6% active;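 active = inhibition above a per-plate cutoff, the plate's mean sample inhibition plus 3 SD, cut at about 24% in these data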;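 note: 0% = DMSO plus EC80 ATP and 100% = DMSO alone without ATP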
V1R ag counter – counter-screen for oxytocin receptor agonists: human V1a receptor agonists; CHO-V1R cells, Fluo-8 calcium fluorescence, agonist mode; 0% DMSO, 100% 3 nM vasopressin; activation, % at 3 µM; 320,000 tested, 0.25% active; AID 2797;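 active = activation above the mean activation of all tested compounds plus 3 SD, per screening run, cut at about 20% in these data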;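 note: signal is peak over basal fluorescence ratio across a 100 second FLIPR read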
* marks the source's active call; other numbers are inactive results; · = no result given.

SMILES	TAAR1 ag	CHRM1 agonist	OXTR potentiator	CHO parental Ca	TAAR1 antagonist	M1 PAM parental	M1 ag parental	CHO-K1 Ca antag	V1R ag counter
CCOC(=O)Cn1c2ccc(OC)cc2c2nc3ccccc3nc21	22	-5	2	-4	2	1	0.3	2	-0.7
COC(=O)c1ccc(C2NC(=S)N(c3ccccc3)C(C)=C2C(=O)Nc2ccccc2OC)cc1 (configuration not stated)	12	-1	2	-25	-2	22	1.9	-11	-0.8
COC(=O)c1[nH]c2cccc(Cl)c2c1NC(=O)CN(C)C1CCCCC1	12	-5	-9	-23	-10	14	0.6	-11	1.3
Fc1ccc(/C=N/NC(=S)NCCc2ccccc2)cc1F	19	-8	-9	-39	-6	-3	-1.1	-3	0.2
O=C1c2ccccc2C(=O)N1Cc1nc(-c2ccccn2)no1	9	0	-5	0	-3	19	0.9	-25	-0.6
CCN(CC)C(=O)C(=O)N/N=C/c1ccc(F)cc1	2	-3	-7	-4	-11	6	1.2	-12	0.7
Cc1cc(C)c2c(=O)[nH]n(C(C)C)c2n1	0	-2	-1	-8	-8	14	0.0	-5	0.1
CN1CCc2c(sc3c2c(=O)n(-c2cccc(Cl)c2)c2nncn32)C1	2	-4	-26	-13	17	15	1.2	1	-0.2
CCN(C[C@H]1N[C@@](C)(C(=O)OC)[C@H]2C(=O)N(C)C(=O)[C@@H]12)C(=O)COC	1	-2	-9	-9	6	2	-0.1	-10	1.2
COc1ccc2ccccc2c1C1NC(=O)c2ccccc2N1 (configuration not stated)	0	-4	·	·	-4	15	0.5	-14	·
CCCn1c(=O)c2sccc2n2c(CCCC(=O)NCC3CCCO3)nnc12 (configuration not stated)	0	-2	-13	-9	-3	-3	0.2	-14	-0.7
Cc1ccccc1NC(=O)C(=O)NNC(=O)COc1ccc2ccccc2c1	-2	-2	-7	5	-28	5	-0.1	-1	0.9
Cc1ccc([C@H]2C[C@@H](O)[C@H](n3cc(-c4ccc(F)cc4)nn3)CN2C(=O)c2cccs2)cc1	3	3	·	·	18	8	0.9	-7	·
COc1ccccc1N(CC(=O)NCc1ccccc1)C(=O)CCC(=O)Nc1cc(C)ccn1	6	-4	-16	-20	0	12	0.7	-2	-0.8
N#Cc1ccccc1NC(=O)CN1C(=O)NC(Cc2c[nH]c3ccccc23)C1=O (configuration not stated)	2	-3	-3	-2	-8	3	-0.1	-11	1.2
Clc1cccc(CN2CCc3c([nH]c4ccccc34)C2)c1	12	-8	-6	-26	-45	1	0.0	1	0.7
CC1Cc2ccccc2N1C(=O)CN1C(=O)C(=O)N(Cc2ccccc2)C1=O (configuration not stated)	15	0	-12	-26	-19	-5	0.2	6	-0.5
CC(C)=C1C2C=CC1C(C(=O)Nc1cc(C)ccc1C)C2C(=O)O (configuration not stated)	-1	-2	-3	-35	0	-6	0.0	-7	-1.6
CCOC(=O)c1ccc(N/C=C/C(=O)c2ccco2)cc1	14	-7	3	1	-15	28	1.4	-3	-0.2
CCN(CC(=O)Nc1c(F)cccc1F)C(=O)c1ccc(C#N)cc1	2	-2	-2	4	-3	-1	0.6	-12	-0.3
CCc1nc(N(CC)CC)c2oc3ccccc3c2n1	9	-5	-7	-37	-24	0	0.8	-4	-1.3
Cc1ccc(C(=O)O/N=C/c2c(Cl)n(C)c3ccccc23)cc1	6	1	-6	3	3	-3	0.2	3	0.1
CC(=O)c1cccc(NC(=O)C(C)OC(=O)/C=C/c2cccs2)c1 (configuration not stated)	0	-4	·	·	-11	2	2.9	-9	·
CCC(=O)c1ccc(OCC(O)Cn2c(C)nc3ccccc32)cc1 (configuration not stated)	13	3	-19	15	25	1	9.2	9	10

Three of the entries above in order of their number in TAAR1 antagonist, highest first:
Molecule	TAAR1 antagonist
CCC(=O)c1ccc(OCC(O)Cn2c(C)nc3ccccc32)cc1 (configuration not stated)	25
Cc1ccc(C(=O)O/N=C/c2c(Cl)n(C)c3ccccc23)cc1	3
CCOC(=O)c1ccc(N/C=C/C(=O)c2ccco2)cc1	-15

The results go on.
SMILES	TAAR1 ag	CHRM1 agonist	OXTR potentiator	CHO parental Ca	TAAR1 antagonist	M1 PAM parental	M1 ag parental	CHO-K1 Ca antag	V1R ag counter
Cc1nc(C)c(C(=O)NNC(=O)c2ccc(Br)cc2)s1	1	-6	-2	-8	12	17	1.4	-6	1.8
CN(C)c1ccc(Sc2nnc(NC(=O)Nc3ccc(Cl)cc3Cl)s2)cc1	0	-4	1	-4	7	22	0.6	-9	-0.3
Cc1cccc(C(=O)NCCCNC(=O)c2cccnc2)c1	-3	1	-6	-5	-8	-5	-0.1	-10	1.7
Cc1ccn(CC(=O)N2CCCC(N3CCN(c4ccccc4F)CC3)C2)n1 (configuration not stated)	4	-3	·	·	-9	0	1.0	-16	·
Cc1ccc(C(c2nnnn2CS(=O)(=O)c2ccc(C)cc2)N2CCC(C(N)=O)CC2)cc1 (configuration not stated)	14	-3	-5	1	0	16	0.5	-12	0.9
CC(C)Oc1ccc(CNC(=O)Cn2ccc3cc(S(=O)(=O)N4CCCC4)ccc32)cc1	2	-3	-4	-12	-17	19	3.8	-13	0.7
CC1CC(C)CN(CCCNC(=O)C2CCN(c3nnc(-n4cccc4)s3)CC2)C1 (configuration not stated)	1	-6	-14	-15	-3	7	-0.3	-7	-1.4
COc1ccc(OCCc2nnc(N)s2)cc1	0	-3	-11	-2	5	16	1.6	-2	0.8
COc1ccccc1CC(=O)Nc1cccc(C)n1	2	-5	5	0	-15	-2	0.7	-9	-0.5
Cc1ccc(CNC(=O)C(=O)Nc2nccs2)cc1	-1	-5	2	-10	7	12	0.2	-5	0.5
CC(=O)c1ccc(N=C2C(=O)Nc3ccccc32)cc1	0	4	2	-4	3	-21	0.0	7	-0.2
CN(CC(=O)Nc1ccc(F)cc1)C(=O)COC(=O)C1=COCCO1	0	-2	-4	-4	-20	-3	1.1	0	-0.2
CCCS(=O)(=O)N1CCN(Cc2ccc(OCc3ccccc3)c(OC)c2)CC1	3	-7	-7	-16	2	13	8.2	-7	3.5
Cc1cccc(C)c1N=C1SC(CC(=O)Nc2c(C)cccc2C)C(=O)N1CCc1ccccn1 (configuration not stated)	1	-7	-12	-21	10	19	0.9	-3	0.8
CCOC(=O)C1CCN(c2c(NCc3ccc(C(=O)NCCC(C)C)cc3)c(=O)c2=O)CC1	-1	-3	-4	0	-4	23	0.4	-4	0.8
COC(=O)c1[nH]c(C)c(/C(O)=C2\C(=O)C(=O)N(CCN(C)C)C2c2ccco2)c1C (configuration not stated)	·	-1	-5	-7	·	-2	-0.1	-7	0.8
Cn1c(=O)[nH]c(=O)c2c1nc(N1CCCCCC1)n2CC(N)=O	-3	-1	7	-2	-9	3	-0.2	-8	1.2
O=C(N/C(=C\c1cccnc1)C(=O)N1CCOCC1)c1cccc(Br)c1	0	-3	-5	-7	0	0	-0.4	8	0.8
COc1ccc(C)cc1S(=O)(=O)N1CCC(C(=O)NCCc2ccccc2)CC1	27	-7	-2	-17	-12	26	1.4	-14	1.7
Cc1ccc(NC(=O)C2CCN(S(=O)(=O)c3ccc(Cl)c(C(F)(F)F)c3)CC2)nc1	0	-6	-2	1	-23	9	0.9	0	-1.5
COc1ccccc1N1CCN(CC(=O)c2c(C)[nH]c3ccccc23)CC1	12	-6	-9	-3	-4	21	5.3	-27	3.1
O=[N+]([O-])c1cc(S(=O)(=O)N2CCOCC2)ccc1OCc1ccccc1C(F)(F)F	0	0	·	·	-6	3	1.4	-13	·
O=C(CN1C(=O)c2cccc3cccc1c23)Nc1ccccc1C(=O)NCc1ccco1	30	6	-20	-19	39	-6	3.0	14	8.5
O=C(CSc1ccc(-c2ccccn2)nn1)c1ccccc1	5	-3	-4	-6	-1	22	5.7	-17	-0.4
O=C(NNC(=O)c1ccc(F)c(S(=O)(=O)N2CCOCC2)c1)c1ccc([N+](=O)[O-])cc1	5	0	-6	-6	-4	25	1.5	1	-0.2
O=C(NCC1CCN(Cc2cccc(Cl)c2)CC1)C1CCCN(c2ncnc3c2nc2n3CCCCC2)C1 (configuration not stated)	4	-5	-6	-32	-5	6	4.6	-12	4.5
Cc1nnc(SCC(=O)N2CCN(S(=O)(=O)c3ccccc3)CC2)n1Cc1ccccc1	4	-4	-7	-11	5	12	0.3	-7	0.9
O=C(NCCc1cccnc1)C1CCC(=O)N(Cc2ccc(Cl)cc2)C1 (configuration not stated)	1	-4	·	·	-18	-8	0.5	-19	·
O=C(O)C1CC=CCC1C(=O)Nc1ccc(N2CCN(Cc3ccccc3)CC2)cc1 (configuration not stated)	0	-10	-2	-8	-1	6	0.2	3	-0.1
Nc1ccc(S(N)(=O)=O)cc1N	13	-3	-2	-6	-3	12	12	5	-0.5
COC(=O)[C@H](Cc1ccccc1)NC(=O)Cn1ccc(NC(=O)OCc2ccccc2)nc1=O	9	-4	-1	-13	12	8	0.8	-13	0.5
Cc1oc(-c2ccccc2Cl)nc1CS(=O)(=O)CC(=O)NCCN1CCOCC1	0	-3	-3	-8	-8	3	0.2	6	-0.9
COc1ccc(C2C(C(=O)c3ccco3)=C(O)C(=O)N2CC2CCCO2)cc1OC (configuration not stated)	-4	-4	-9	-5	-5	-7	6.5	3	0.8
CN(C(=O)CN1C(=O)S/C(=C\c2cccc(Cl)c2)C1=O)C1CCS(=O)(=O)C1 (configuration not stated)	14	-4	-9	-5	-10	-9	1.2	3	5.0
Cc1ccccc1OCCC(=O)N(CC(C)C)c1c(N)n(Cc2ccccc2)c(=O)[nH]c1=O	-3	-3	-4	-22	4	-11	-0.2	-1	-0.3
Cc1ccc(Oc2ccc(C(=O)NCc3ccncc3)cc2)cc1	1	-4	·	·	0	-11	8.0	16	·
Cc1ccc(C(=O)COC(=O)C(C)N2C(=O)C3C4C=CC(C4)C3C2=O)cc1C (configuration not stated)	5	1	·	·	9	-11	6.6	-8	·
CCc1cccc(C)c1NC(=O)CN1C(=O)c2ccccc2S1(=O)=O	0	-2	-2	-12	-10	20	0.4	-15	0.2
CCOC(=O)c1c(NC(=O)COC(=O)c2ncc(Cl)c(Cl)c2Cl)sc(C(=O)N(C)C)c1C	·	-7	-10	-14	·	8	-0.1	-12	-0.9
Cc1ccc(NC(=O)c2cc(-n3cnnc3)ccc2Cl)c(C)c1	-1	-8	5	-16	-17	-2	-0.3	6	-0.8
